# From PubChem BioAssay
# EPAC1 ag – agonists of human EPAC1. 360,000 compounds, 0.073% hits. EPAC1 agonist qHTS, biochemical assay; response scale: 100% = response to 6.5 mM cAMP. Potency, µM (highest dose often 154 µM), for the others: at the highest dose activation, most hits filed as activators. AID 720707. O95398; note: potency is the fitted concentration of half-maximal effect; nearly all actives have a fitted effect of over 60% in size
#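 Multi-concentration qHTS readout: loss of Rap1B-bound BODIPY-GDP fluorescence driven by 100 nM EPAC1 with excess GDP (50 uM), monitored kinetically at room temperature; agonist response expressed relative to 6.5 mM cAMP.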
# CCT chaperon mod – cytosolic chaperonin activity modulation. purified chaperonin ATPase assay, HTRF ADP detection, 30 min. AID 651819. 360,000 compounds, 0.3% hits. activity change, % (concentration not given with the values), hits read low; in the data active = activity change below about -30%; note: % is set by controls: 0 for no effect and ±100 for the full control effect
#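 We incubate TRiC, 40 or 20 nM final, with library compounds at 76 uM and 10 uM ATP for 30 min at 37 °C. ADP formed is detected with Transcreener HTRF reagents after 30 min at room temperature.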
# PLK1 PBD inh – blocks phosphopeptide binding to human PLK1 polo-box domain; Plk1 PBD binding of FITC phosphopeptide, fluorescence polarization; AID 720504; Potency, µM, inactives show max response, negative = inhibition, usual class: inhibitors; 360,000 compounds, 2.8% hits; P53350; note: potency is the fitted concentration of half-maximal effect; series mostly up to about 57 µM; % is set by controls: 0 for no effect and ±100 for the full control effect; nearly all actives have a fitted effect of over 65% in size
# Target sequence (P53350 whole entry, looked up, the tested form may be a part): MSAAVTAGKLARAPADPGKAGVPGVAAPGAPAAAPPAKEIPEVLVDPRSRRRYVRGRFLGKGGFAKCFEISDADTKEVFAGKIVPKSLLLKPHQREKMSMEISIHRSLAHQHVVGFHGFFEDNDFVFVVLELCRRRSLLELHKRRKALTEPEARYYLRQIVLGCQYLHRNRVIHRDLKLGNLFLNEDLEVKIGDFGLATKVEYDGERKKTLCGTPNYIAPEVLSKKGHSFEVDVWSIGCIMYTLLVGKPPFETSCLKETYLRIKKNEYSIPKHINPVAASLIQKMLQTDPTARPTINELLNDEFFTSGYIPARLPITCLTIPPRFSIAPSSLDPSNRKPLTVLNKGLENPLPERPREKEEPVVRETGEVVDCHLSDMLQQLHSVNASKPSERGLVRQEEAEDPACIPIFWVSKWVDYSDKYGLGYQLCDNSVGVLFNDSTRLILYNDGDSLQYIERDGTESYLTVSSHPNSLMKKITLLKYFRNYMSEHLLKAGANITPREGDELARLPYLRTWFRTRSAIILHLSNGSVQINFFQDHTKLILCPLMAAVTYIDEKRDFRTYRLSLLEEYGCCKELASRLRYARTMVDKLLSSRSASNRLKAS
# EPAC2 agonist – EPAC2 (human) agonism; EPAC2 activation, biochemical qHTS; response scale: 100% = 6.5 mM cAMP response; Potency, µM (titrated, usually from 154 µM), without a hit: at the highest dose activation, most hits filed as activators; Q8WZA2; 360,000 compounds, 0.079% hits; note: potency is the fitted concentration of half-maximal effect; nearly all actives have a fitted effect of over 50% in size
#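 Exchange assay: 100 nM EPAC2 with 250 nM Rap1B-BODIPY-GDP and 50 uM GDP. Fluorescence (ex 480/em 540 nm) read every 5 min for 30 min at room temperature. Data normalized to 6.5 mM cAMP as agonist control.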
# IL2 activator – IL-2 activation. IL-2 activation reporter assay, cell-based qHTS; stimulated with anti-CD3/CD4/CD28 beads; in transgenic mouse T cells. activation, % (series mostly up to about 46 µM). 360,000 compounds, 0.065% hits. AID 652025; in the data active = activation above about 50%; inconclusive = mostly about 30% to 49%; note: 0% is about no effect
#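 Unstimulated transgenic mouse T cells preincubated 60 min with compound, then stimulated with anti-CD3/anti-CD4-coated beads plus anti-CD28 for 18 h at 37 degrees C. IL-2 response read as EGFP and DsRed fluorescence by plate cytometry.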
# EPAC1 antag – EPAC1 (human) antagonism; O95398; EPAC1 GEF assay, Rap1b-BODIPY-GDP exchange fluorescence; Potency, µM (titrated, usually from 115 µM), for inactives: at the top dose activity change, negative = inhibition, hits mostly inhibitors; 360,000 compounds, 0.14% hits;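 note: potency is the fitted concentration of half-maximal effect; plate controls were vehicle for no effect and positive control for full effect; nearly all actives have a fitted effect of over 50% in size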
# WRN inhibitor – blocks human WRN helicase | 360,000 compounds, 0.46% hits | Potency, µM (top dose mostly 114 µM), for the others: at the top dose activity change, negative = inhibition, actives largely listed as inhibitors | Q14191 | WRN helicase unwinding, fluorescent forked duplex, kinetic | AID 651768; note: potency is the fitted concentration of half-maximal effect; % is set by controls: 0 for no effect and ±100 for the full control effect; nearly all actives have a fitted effect of over 55% in size
#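 Screening of the MLSMR collection measured strand separation of a quenched forked DNA duplex (100 nM) by 20 nM WRN with 2 mM ATP, all final. Compounds were preincubated with enzyme 15 min at room temperature.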
# PI5P4K alpha inh – PI5P4K alpha (human) kinase inhibition | PI5P4Kalpha enzyme, ADP-Glo luminescence, 60 min; active compounds read low | max response, % | 330,000 compounds, 1.2% hits | AID 652105; active = max response of -50% or lower; inconclusive = between -30% and -50%; inactive = -30% or higher; note: value at the top dose of about 77 µM; % is set by controls: 0 for no effect and ±100 for the full control effect
# Target sequence (P48426 whole entry, looked up): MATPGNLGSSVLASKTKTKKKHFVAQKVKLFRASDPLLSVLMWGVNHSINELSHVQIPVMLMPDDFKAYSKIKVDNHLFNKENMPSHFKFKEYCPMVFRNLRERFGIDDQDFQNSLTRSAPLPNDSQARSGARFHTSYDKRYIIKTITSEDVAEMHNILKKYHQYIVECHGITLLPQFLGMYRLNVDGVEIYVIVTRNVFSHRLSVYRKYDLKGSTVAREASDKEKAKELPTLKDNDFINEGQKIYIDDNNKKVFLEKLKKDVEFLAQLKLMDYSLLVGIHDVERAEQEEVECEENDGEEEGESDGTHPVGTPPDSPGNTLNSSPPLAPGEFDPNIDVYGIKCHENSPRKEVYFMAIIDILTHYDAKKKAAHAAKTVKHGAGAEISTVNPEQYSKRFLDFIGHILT
#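 Human PI5P4Kalpha with substrate in 0.038 M HEPES pH 7.4, 0.28 mM EGTA, 0.1% CHAPS, 5% DMSO; reaction started with 5 microM ATP (final), 60 min at room temperature. ADP formed read by ADP-Glo luminescence.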
# An asterisk follows results filed as active; ? = inconclusive; . = no result given; [ ] = dose if it differs, or a comment. Unless noted, calls come from the whole dose curve; as a rule, active = well fitted curve in the direction sought with a large enough effect; inconclusive = small, poorly fitted or top-dose-only effect, or another doubt; inactive = no such curve, though single readings can be large; an effect the other way counts as inactive or inconclusive. The list is partial. The share of hits here may be higher or lower than overall.
SMILES,EPAC1 ag,CCT chaperon mod,PLK1 PBD inh,EPAC2 agonist,IL2 activator,EPAC1 antag,WRN inhibitor,PI5P4K alpha inh
Fc1ccc(C2=Nn3c(Cc4ccccc4)nnc3SC2)cc1,-5%,-2.6,-1%,-3%,1.5,14%,2%,.
CC(=O)c1ccc([N+](=O)[O-])c(CS(=O)(=O)c2ccccc2)c1,-4%,1.8,-2%,-4%,-2.6,11%,9%,-3
Cc1ccc(NC(=O)NC(=O)N(c2ccccc2)S(C)(=O)=O)cc1,-5%,1.5,-3%,-5%,-3.0,1%,-1%,1
CCCCNC(=O)c1ccccc1C(=O)NCCCC,-1%,-3.6,5.3µM*,-6%,8.7,-13%,12%,?
CCOC(=O)c1cn2nc(-c3ccc(OC)cc3)cc2nc1C1CCN(C(=O)OC(C)(C)C)CC1,3%,-2.0,0%,-7%,0.3,10%,-2%,1
COc1ccccc1CN1CC(C(=O)NCc2nccn2C)CCC1=O (stereo not given),13%,-2.1,?,7%,-1.3,7%,0%,-2
CN1CCc2c(sc3c2c(NCc2ccco2)nc2nnnn23)C1,5%,-0.4,-7%,1%,-3.9,-10%,-6%,-8
S=C(NCCc1ccccc1)NN=C1CCCCCC1,-6%,-0.9,27µM*,6%,0.5,-9%,2%,0
CCCc1cc(C(=O)NNC(=S)NC2CCCCC2)cs1,3%,-3.0,?,17%,-2.5,-14%,-3%,-2
Cc1cc(C)n(CC(O)COc2ccccc2C)n1 (stereo not given),-4%,-0.9,-7%,3%,-3.5,11%,-8%,0
O=C(CCC(=O)Nc1nnc(C2CCCCC2)s1)Nc1ccccc1,-8%,-2.2,-8%,-1%,0.9,-11%,8%,1
CC(=O)NC1=NN(C(C)=O)C2(S1)C(=O)N(C(C)C)c1ccc(C)cc12 (stereo not given),4%,-1.4,-7%,12%,-1.3,-4%,-1%,.
Cc1cc(F)ccc1NC(=O)c1cccnc1,0%,-3.3,-18%,5%,-3.3,8%,-7%,-1
CCOc1ccc(/C=N/NC(=O)c2ccccc2NC(=O)c2ccc(OC)cc2)cc1,14%,-2.6,-2%,6%,1.5,-12%,-13%,1
O=C(NCc1ccco1)c1ccc(C(=O)NCc2ccco2)cc1,13%,-3.8,-9%,6%,-4.8,0%,1%,-1
CN(C)S(=O)(=O)c1ccc(NC(=O)CN2CCN(c3ccccn3)CC2)cc1,-5%,4.1,-2%,-4%,-0.6,-1%,2%,4
NS(=O)(=O)c1ccc(NCc2ccccc2OCc2ccccc2F)cc1,22%,-0.1,-6%,14%,0.8,9%,-10%,.
CN(C)c1cccc(-c2cc(Nc3ccc(C(C)(C)C)cc3)ncn2)c1,14%,-2.8,-11%,-3%,-0.6,-19%,-4%,?
CCCNC(=S)Nc1ccc2nc(-c3ccccn3)c(-c3ccccn3)nc2c1,4%,-0.8,-7%,-5%,0.8,-11%,1%,-6
CCc1ccc(-c2cc(C)no2)cc1S(=O)(=O)NCCc1ccc(OC)c(OC)c1,1%,1.3,-6%,0%,-3.1,2%,-8%,-1
Cc1ccccc1C(=O)N/N=C/c1ccncc1,3%,-1.6,-4%,-1%,-1.7,24%,0%,0
CCCCNC(=O)N1CCN(c2ccnc3cc(Cl)ccc23)CC1,3%,0.8,7%,1%,-4.9,-10%,50µM*,1
CC(C)n1nc(C(=O)Nc2cccc(S(=O)(=O)N3CCOCC3)c2)c2ccccc2c1=O,11%,-4.3,-13%,15%,0.1,-5%,-3%,0
CC(=O)Nc1nc(N(C)C)nc(N(C)C)n1,-3%,-1.2,6%,7%,6.7,15%,-1%,3
CCn1c(CSc2nc3ccccc3s2)nc2ccccc21,17%,0.0,-5%,6%,0.2,-1%,-11%,.
Cc1ccc(NC(=O)N2C(=O)C3(OCCO3)c3ccccc32)cc1,-2%,-0.1,-1%,-6%,3.2,13%,-19%[57.1 µM],-2
Cn1ccsc1=NC(=O)c1ccc(S(=O)(=O)C(F)F)cc1,7%,-0.4,1%,7%,0.3,1%,-3%,-6
Cc1noc(C)c1COC(=O)Cc1ccc(Br)cc1,-10%,-5.5,1%,2%,-3.8,2%,-2%,0
C=CCn1c(SC(C)C(=O)Nc2ccc(Cl)cn2)nnc1C1CC1 (stereo not given),7%,-3.0,-17%,6%,-0.2,3%,-11%,6
COc1ccc(NC(=O)CCc2nc3ccccc3[nH]2)cc1,-2%,0.1,-7%,17%,-0.4,-22%,-2%,-4
N/C(=N\N=C\c1cccc(O)c1)c1nonc1N,4%,0.4,-1%,1%,-0.1,-11%,-16%,-8
CCCCc1ccc(NC(=S)N2CCCC(CO)C2)cc1 (stereo not given),6%,-1.2,-4%,-5%,0.7,-5%,-1%,6
Cn1cc(Br)c(C(=O)Nc2ncc(Br)s2)n1,-9%,0.1,3%,4%,0.7,-5%,1%,-3
Cc1cc2c(=Cc3ccc(N(C)C)cc3)c3ccccc3n2[n+]1C,-2%,-45*,13%,-3%,3.4,-19%,35µM*,-21
CCN(Cc1ccccc1)S(=O)(=O)c1nc2nc(C)c(C)c(C)n2n1,0%,1.3,-8%,11%,-1.8,7%,-5%,0
COCCCNC(=O)c1ccccc1NS(=O)(=O)c1ccc(C)cc1,-12%,-1.2,-6%,1%,0.5,4%,0%,-5
CCc1ccc(NC(=O)C(=O)N/N=C(\C)CC(=O)NCCOC)cc1,-3%,2.9,0%,0%,-3.2,0%,-3%,0
CCC(CC)NC(=O)c1cccc(NC(=O)C(C)C)c1,-3%,1.9,-2%,-2%,-0.5,20%,-8%,-2
c1ccc(CCCCc2ccccn2)cc1,-2%,-3.2,9%,8%,-0.5,3%,-10%,1
CC(C)C(=O)Nc1ccc2c(c1)oc1ccccc12,-3%,-0.3,-2%,-4%,0.8,-2%,-16%,-1
COc1ccc(-c2n[nH]c(=S)n2-c2cc(OC)ccc2OC)cc1,0%,-1.9,-2%,0%,-3.5,0%,-4%,?
Cc1ccccc1NC(=O)CSc1nnc(NC(=O)C2CC2)s1,2%,-0.5,-2%,1%,-0.6,-30%,-7%,6
Cc1ccc(C(=O)NCCNS(=O)(=O)c2ccccc2[N+](=O)[O-])cc1,-6%,-2.4,-12%,-3%,0.7,2%,13%,4
COC(=O)c1cscc1S(=O)(=O)Cc1ccccc1,-3%,0.4,-29%,5%,1.6,-1%,-1%,2
Cc1cc(OCC(=O)OCC(=O)N(C)c2c(N)n(Cc3ccccc3)c(=O)[nH]c2=O)ccc1Cl,1%,-5.2,2%,-7%,-3.1,-6%,1%,11
O=C(O)c1ccc2c(c1)ncn2C1CCCCC1,2%,1.8,-1%,8%,0.6,8%,-3%,.
CN(C)C(=O)CSc1cccc2cccnc12,6%,-4.5,12µM*,6%,-3.4,-11%,-12%,-3
C/C(=N\NC(=O)Cn1c(C)nc2ccccc21)c1cccs1,-1%,-1.5,-1%,2%,-0.1,18%,12%,1
COc1ccc(Cl)cc1C(=O)NNC(=O)c1n[nH]c2ccccc12,-6%,-5.9,-1%,-2%,2.3,-8%,-6%,0
Clc1ccc(COn2c(-c3ccccc3)nc3ccccc32)cc1,15%,-1.1,-5%,7%,-2.2,-16%,-10%,.
O=C(Nc1ccccc1)C1C(c2ccccc2)C1(Cl)Cl (stereo not given),15%,-0.5,-1%,5%,-0.1,-6%,-21%,-2
CC1CCN(CC(=O)Nc2nccs2)CC1,-11%,1.9,-15%,-3%,-1.1,-5%,13%,-1
Cn1c(CCN2CCCCCC2)nc2cc(NC(=O)Nc3ccccc3)ccc21,8%,-1.6,-11%,8%,-1.9,-8%,-7%,-4
Cc1cccc(NC(=O)CNC(=O)CCNC(=O)c2ccc(C(C)(C)C)cc2)c1C,-5%,1.2,-3%,-6%,-0.7,-11%,-3%,7
Fc1ccc(NC(=S)NC2CCN(Cc3ccccc3)CC2)cc1,-16%,-1.8,1%,0%,-0.9,-2%,4%,-5
O=c1[nH]c(/C=C\c2cccs2)nc(O)c1[N+](=O)[O-],4%,-1.1,?,18%,-1.8,-6%,-25%,-66*

# New compounds follow:
SMILES,EPAC1 ag,CCT chaperon mod,PLK1 PBD inh,EPAC2 agonist,IL2 activator,EPAC1 antag,WRN inhibitor,PI5P4K alpha inh
CCN(CC)c1nc2ccccc2[nH]1,-2%,1.7,-3%,2%,2.0,9%,2%,0
CCOc1ccc(-n2c(SCC(N)=O)nc3c(c2=O)SCC3)cc1,-1%,-1.8,-15%,2%,-0.8,-2%,-6%,0
Cc1ccc2c(=O)cc(C(=O)NCc3ccccc3)oc2c1C,-2%,0.0,-8%,5%,0.1,14%,9%,0
COc1cccc(CNc2nnnn2C)c1,5%,1.4,-11%,10%,4.3,23%,?,5
O=C1NC[C@@H](CCCCN2C[C@H](Cc3ccc(O)cc3)N(Cc3ccccc3)C(=O)C2=O)N(CCC2CCCCC2)C1=O,4%,2.3,-8%,-2%,-1.0,-6%,-3%,-1
COc1ccc(NC(=O)N2CCc3ccccc3C2)cc1OC,8%,-1.5,-6%,7%,-2.8,6%,-1%,0
CCCNC(=O)COC(=O)c1ccc(OCC(=O)Nc2ccccc2OC)c(OC)c1,2%,-0.3,2%,-3%,4.7,-4%,9%,0
COc1ccccc1N1CCN(S(=O)(=O)c2ccc3c(c2)NC(=O)C(C)C(=O)N3)CC1 (stereo not given),-12%,-0.4,1%,2%,-0.8,?,-8%,-2
O=C(N/N=C/c1cccc([N+](=O)[O-])c1)c1cc(-c2ccccc2)nc2ccccc12,7%,0.6,-4%,-1%,-5.0,-20%,1%,-3
O=C(O)CCC/C=C\C[C@@H]1[C@@H](/C=C/[C@@H](O)COc2cccc(Cl)c2)[C@H](O)C[C@@H]1O,5%,-0.5,5%,-1%,0.4,-7%,.,4
COc1cc(/C=C/C(=O)Nc2ccc(S(=O)(=O)Nc3ncccn3)cc2)ccc1OCC#N,-5%,-5.9,-2%,1%,3.6,-11%,-4%,-14
CC(=O)N(Cc1ccc(F)cc1)C1=C(NCc2ccccc2)C(=O)c2ccccc2C1=O,-2%,-2.2,-8%,9%,-4.4,-14%,-9%,-6
